# Screening data as filed in PubChem.
# EZH2 inh = blocks human EZH2/PRC2 H3K27 methylation; Q15910; DELFIA TRF, 1 h; inhibition, % at 12.5 µM; actives 0.35% (n = 57,000);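 active = mean inhibition of replicates at least 50% and every single replicate also reaching 50%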;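 note: dimethyl H3K27 on biotinylated H3 21-44 peptide detected by antibody; plate controls were median neutral control wells for no effect and median positive control wells for full effect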
# IDH1 mut inh = inhibitors of human IDH1 R132H; IDH1 R132H reductase, diaphorase/resazurin fluorescence, 60 min; inhibition, % at 10 µM; O75874; actives 0.18% (n = 70,000); in the data active = inhibition above about 34%;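 note: 0% = DMSO and 100% = no enzyme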
# Target sequence (O75874 whole entry R132H): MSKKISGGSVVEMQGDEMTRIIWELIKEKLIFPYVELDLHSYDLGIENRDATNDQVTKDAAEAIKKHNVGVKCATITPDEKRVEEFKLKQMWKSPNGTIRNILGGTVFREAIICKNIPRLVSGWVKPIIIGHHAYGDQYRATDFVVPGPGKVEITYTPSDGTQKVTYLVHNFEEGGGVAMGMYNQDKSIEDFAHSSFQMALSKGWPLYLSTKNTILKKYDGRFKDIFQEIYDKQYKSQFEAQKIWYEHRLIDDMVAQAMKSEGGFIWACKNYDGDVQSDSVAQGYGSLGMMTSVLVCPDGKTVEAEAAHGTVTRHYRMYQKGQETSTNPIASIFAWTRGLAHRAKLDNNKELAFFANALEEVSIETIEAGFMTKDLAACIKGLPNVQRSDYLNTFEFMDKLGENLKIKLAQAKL
# * marks the source's active call; other numbers are inactive results; x = no result given. Only part of the results is shown, so the mix of outcomes need not match the whole.
SMILES,EZH2 inh,IDH1 mut inh
COc1cccc2c1C(=O)CC(c1ccccc1)O2 (stereo unspecified),-11,0.8
C[C@H](CO)N1C[C@H](C)[C@@H](CN(C)Cc2cccc(F)c2)Oc2cc(-c3ccc(F)cc3)ccc2S1(=O)=O,13,-1.4
CCCNC(=O)Nc1ccc2c(c1)OC[C@H](C)N(C(=O)C1CCC1)C[C@@H](C)[C@@H](OC)CN(C)C2=O,-9,-0.2
CCCN(C)C[C@H]1OCCCC[C@@H](C)Oc2ccc(NS(=O)(=O)c3ccc(Cl)cc3)cc2C(=O)N([C@H](C)CO)C[C@@H]1C,-4,x
CN(C)C(=O)C[C@@H]1C[C@H]2c3cc(NC(=O)NC4CCCC4)ccc3O[C@H]2[C@@H](CO)O1,2,-0.1
CNC[C@@H]1OCCCC[C@@H](C)Oc2ccc(NC(=O)Nc3ccc(F)cc3)cc2C(=O)N([C@H](C)CO)C[C@H]1C,-15,x
C[C@H](CO)N1C[C@H](C)[C@H](CN(C)C(=O)Nc2ccc(F)cc2)Oc2ncc(C#CCC3CCCC3)cc2C1=O,-36,-3.5
COc1cc2c(cc1NC(=O)CCCOc1ccccc1)oc1ccccc12,41,0.8
CC(=O)Nc1ccc(S(=O)(=O)N(C)CC(=O)O)cc1,1,2.3
COc1c(O)c(C(=O)/C=C\c2ccccc2)c(OC)c(OC)c1OC,-1,-0.5
Cc1ccc(S(=O)(=O)N[C@H]2C=C[C@@H](CC(=O)N3CCc4ccccc4C3)O[C@H]2CO)cc1,6,-0.2
Cc1ccc(C)c(-n2nnnc2SCC(=O)Nc2c(C)n(C)n(-c3ccccc3)c2=O)c1,1,0.1
C[C@H]1CN([C@@H](C)CO)C(=O)CCCn2cc(nn2)CO[C@H]1CN(C)Cc1cccc(C(=O)O)c1,x,1.0
C[C@@H]1O[C@@H](O[C@@H]2C=C(CO)[C@H]3[C@H](O[C@@H]4O[C@H](CO)[C@@H](O)[C@H](O)[C@H]4O)OC=C[C@H]32)[C@H](O)[C@H](O)[C@H]1OC(=O)/C=C/c1ccccc1,x,0.4
C[C@@H]1CCCCO[C@@H](CN(C)CC2CC2)[C@H](C)CN([C@@H](C)CO)C(=O)c2cc(NS(C)(=O)=O)ccc2O1,x,0.9
C[C@@H]1CN([C@H](C)CO)S(=O)(=O)c2ccc(Br)cc2O[C@@H]1CN(C)C(=O)CN(C)C,-28,-4.0
COc1ccc(CN(C)C[C@H]2Oc3ccc(NC(=O)Nc4c(C)noc4C)cc3CC(=O)N([C@@H](C)CO)C[C@@H]2C)cc1,-4,4.0
C[C@H](CO)N1C[C@H](C)[C@@H](CN(C)C(=O)C2CC2)OCc2cnnn2CCCC1=O,-6,x
C[C@H]1CN([C@@H](C)CO)C(=O)CCCn2cc(nn2)CO[C@H]1CN(C)CC1CCCC1,x,20
COCCOC(=O)N1C(=O)[C@@]2(c3cc(C#CCCO)ccc31)[C@H](C(N)=O)[C@H]1C(=O)O[C@H](c3ccccc3)[C@H](c3ccccc3)N1[C@@H]2c1ccc(OCCO)cc1,-2,x

# Among those listed so far, 2 have a COOH group:
SMILES,EZH2 inh,IDH1 mut inh
CC(=O)Nc1ccc(S(=O)(=O)N(C)CC(=O)O)cc1,1,2.3
C[C@H]1CN([C@@H](C)CO)C(=O)CCCn2cc(nn2)CO[C@H]1CN(C)Cc1cccc(C(=O)O)c1,x,1.0

# Following part.
SMILES,EZH2 inh,IDH1 mut inh
CC(=O)N[C@H]1CC[C@H](CC(=O)NCc2ccc(Cl)cc2)O[C@H]1CO,12,-0.2
CCOC(=O)c1c(NC(=O)c2cc(S(=O)(=O)N3CCOCC3)ccc2OC)sc2c1CCC2,-6,0.0
C[C@@H]1CN([C@@H](C)CO)C(=O)c2cc(NC(=O)Nc3ccc(C(F)(F)F)cc3)ccc2O[C@@H]1CN(C)C(=O)Nc1ccc(C(F)(F)F)cc1,x,2.7
CCCNC(=O)N(C)C[C@@H]1Oc2ncc(C3=CCCC3)cc2C(=O)N([C@@H](C)CO)C[C@@H]1C,-13,-0.3
C[C@H](CO)N1C[C@H](C)[C@@H](CN(C)S(=O)(=O)c2ccccc2)Oc2ncc(C#Cc3ccccc3F)cc2C1=O,7,0.4
O=C(C[C@H]1C=C[C@@H](NC(=O)CCN2CCCCC2)[C@H](CO)O1)Nc1nccs1,35,-0.3
COc1ccc(NC(=O)N(C)C[C@H]2Oc3ccc(NC(=O)Nc4ccc(C(F)(F)F)cc4)cc3CC(=O)N([C@@H](C)CO)C[C@@H]2C)cc1,x,1.2
COC(=O)CN(c1cc(Cl)cc(Cl)c1)S(=O)(=O)c1ccccc1,-2,-0.6
Cn1c(SCC(=O)Nc2ccccc2C(F)(F)F)nnc1-c1ccco1,-18,0.3
COCC#Cc1cnc2c(c1)C(=O)N([C@H](C)CO)C[C@H](C)[C@@H](CN(C)C(=O)c1cccc(F)c1)O2,16,0.0
Cc1ccc(-n2c(C)nnc2SCC(=O)Nc2ccc(Br)cc2F)cc1,-5,-0.4
C[C@@H]1CN([C@@H](C)CO)C(=O)c2cccc(NC(=O)c3nc4ccccc4s3)c2O[C@@H]1CN(C)CC1CC1,-13,-0.2
COc1cc2c(cc1OC)C(C)N(C(=O)c1cc3c(C)cc(C)cc3[nH]1)CC2 (stereo unspecified),-17,1.7
C[C@H](CO)N1C[C@H](C)[C@H](CN(C)S(=O)(=O)c2cn(C)cn2)Oc2ncc(C#CC(C)(C)O)cc2C1=O,x,0.8
C[C@H](CO)N1C[C@H](C)[C@H](CN(C)Cc2ccc(F)cc2)Oc2ncc(C#Cc3ccccc3)cc2C1=O,2,0.9
O=C(C[C@@H]1C[C@H]2c3cc(NC(=O)C4CCC4)ccc3O[C@H]2[C@H](CO)O1)NC1CCCCC1,4,0.2
O=C(NCCN1CCOCC1)C(=O)NCC1COc2ccccc2O1 (stereo unspecified),-2,0.4
C[C@H](O)C#Cc1ccc2c(c1)O[C@@H](CN(C)C(=O)Cc1ccccn1)[C@@H](C)CN([C@H](C)CO)S2(=O)=O,-33,x
Cc1noc(C)c1S(=O)(=O)Nc1ccc2c(c1)CC(=O)N([C@H](C)CO)C[C@@H](C)[C@H](CN(C)CC1CC1)O2,x,1.6
C[C@H](CO)N1C[C@H](C)[C@@H](CN(C)Cc2ccc3c(c2)OCO3)OCCCC[C@H](C)Oc2ccc(NC(=O)CCCN(C)C)cc2C1=O,x,6.8

# Quoted at random: four records from the list.
SMILES,EZH2 inh,IDH1 mut inh
O=C(NCCN1CCOCC1)C(=O)NCC1COc2ccccc2O1 (stereo unspecified),-2,0.4
CC(=O)N[C@H]1CC[C@H](CC(=O)NCc2ccc(Cl)cc2)O[C@H]1CO,12,-0.2
Cc1ccc(-n2c(C)nnc2SCC(=O)Nc2ccc(Br)cc2F)cc1,-5,-0.4
CCCNC(=O)N(C)C[C@@H]1Oc2ncc(C3=CCCC3)cc2C(=O)N([C@@H](C)CO)C[C@@H]1C,-13,-0.3

# More results:
SMILES,EZH2 inh,IDH1 mut inh
Cc1ccc(Cl)c(OCC(O)Cn2cnc3ccccc32)c1 (stereo unspecified),14,-0.4
COc1cccc(CN(C)C[C@H]2OCc3ccccc3-c3ccccc3C(=O)N([C@H](C)CO)C[C@@H]2C)c1,-5,-2.0
C[C@H](CO)N1C[C@H](C)[C@H](CN(C)CC2CC2)Oc2ccc(NS(=O)(=O)c3cccs3)cc2C1=O,-10,1.1
C[C@@H]1CN([C@H](C)CO)C(=O)CCCn2nncc2CO[C@H]1CN(C)Cc1ccc2c(c1)OCCO2,-5,x
CC(C)[C@H](N)C(=O)N[C@@H](Cc1c[nH]c2ccccc12)C(=O)O,x,6.7
C[C@H]1CN([C@@H](C)CO)S(=O)(=O)c2ccc(C#CCN(C)C)cc2O[C@H]1CN(C)Cc1ccccn1,x,0.1
CC1(C)[C@@H](OC(=O)CCC(=O)O)CC[C@]2(C)[C@H]3C(=O)C=C4[C@@H]5C[C@@](C)(C(=O)O)CC[C@]5(C)CC[C@@]4(C)[C@]3(C)CC[C@@H]12,-1,0.9
CC(=O)N(C)C[C@H]1Oc2cc(-c3ccc(C#N)cc3)ccc2S(=O)(=O)N([C@H](C)CO)C[C@@H]1C,3,0.6
COc1cc(OC)c(-c2c(OC)cc(OC)cc2OC)c(OC)c1,9,-0.2
CCCC#Cc1ccc2c(c1)O[C@@H](CN(C)CC1CCOCC1)[C@H](C)CN([C@H](C)CO)S2(=O)=O,13,-0.5
N#C/C(=C\c1ccc(O)c(O)c1)C(N)=O,-14,-4.8
CC(Oc1ccc(Br)cc1)c1nc(-c2ccccn2)no1 (stereo unspecified),-22,-0.1
O=C(Nc1ccccc1)N[C@@H]1CC[C@@H](CCNS(=O)(=O)c2ccccc2F)O[C@@H]1CO,39,-0.3
COCC#Cc1cnc2c(c1)C(=O)N([C@@H](C)CO)C[C@H](C)[C@@H](CN(C)C(=O)c1ccc(F)cc1)O2,9,-0.9
CCCC(=O)Nc1ccc2c(c1)OC[C@@H](C)N(Cc1cccc(F)c1)C[C@@H](C)[C@H](OC)CN(C)C2=O,-11,-0.5
C[C@H]1CN([C@@H](C)CO)S(=O)(=O)c2ccc(-c3ccc(C#N)cc3)cc2O[C@@H]1CN(C)C(=O)C1CC1,-5,-0.6
CCC(=O)Nc1ccc(S(=O)(=O)Nc2cccnc2)cc1,-4,-0.1
COc1ccc(S(=O)(=O)N(C)C[C@@H]2Oc3c(NC(=O)NC(C)C)cccc3C(=O)N([C@H](C)CO)C[C@@H]2C)cc1,x,1.0
COc1ccc(CN(C)C[C@H]2Oc3c(NS(=O)(=O)c4cn(C)cn4)cccc3C(=O)N([C@@H](C)CO)C[C@H]2C)cc1,4,0.4
O=C(C[C@H]1C=C[C@@H](NC(=O)Nc2ccc(F)cc2)[C@H](CO)O1)NCc1cccc(F)c1,4,0.1
CNC[C@@H]1Oc2c(NC(=O)C3CCCCC3)cccc2C(=O)N([C@@H](C)CO)C[C@@H]1C,4,x
Cc1cc(N2CCCC2)ccc1/C=C(/C#N)c1ccc(F)cc1,30,0.2
C[C@@H]1CN([C@H](C)CO)C(=O)c2cc(NC(=O)NC3CCCCC3)ccc2O[C@@H](C)CCCCO[C@@H]1CN(C)Cc1ccccc1,x,3.0
CCC(=O)N[C@H]1CC[C@@H](CC(=O)NCc2ccccc2OC)O[C@H]1CO,4,-0.2
O=C(CCN1CCCCC1)N[C@@H]1CC[C@@H](CCNS(=O)(=O)c2ccc(F)cc2)O[C@@H]1CO,-14,-0.3
C/C=C/c1ccc2c(c1)O[C@H](CN(C)C(=O)CC1CC1)[C@H](C)CN([C@@H](C)CO)S2(=O)=O,-5,0.5
COc1cccc(NC(=O)N(C)C[C@H]2Oc3ncc(C#Cc4ccncc4)cc3C(=O)N([C@@H](C)CO)C[C@@H]2C)c1,-5,2.4
O=C(C[C@H]1C[C@@H]2c3cc(NC(=O)c4cccnc4)ccc3O[C@@H]2[C@@H](CO)O1)NCc1ccccn1,6,0.5
C[C@H](CO)N1C[C@H](C)[C@@H](CN(C)S(=O)(=O)c2cn(C)cn2)Oc2ccc(NC(=O)Cn3cnnn3)cc2C1=O,x,1.1
COCCOC(=O)N1C(=O)[C@@]2(c3cc(C#CC4(O)CCCCCC4)ccc31)[C@H](C(=O)NC[C@H](O)c1ccccc1)[C@H]1C(=O)O[C@H](c3ccccc3)[C@H](c3ccccc3)N1[C@@H]2c1ccccc1OCCO,-24,x
CO[C@H]1CN(C)C(=O)c2ccc(NC(=O)c3ccc4c(c3)OCO4)cc2OC[C@@H](C)N(CCC(F)(F)F)C[C@H]1C,-16,0.6
CC(C)C#Cc1cnc2c(c1)C(=O)N([C@H](C)CO)C[C@@H](C)[C@@H](CN(C)C(=O)c1ccc3c(c1)OCO3)O2,-1,-0.2
CCCN(C)C[C@@H]1Oc2cc(C#C[C@H](C)O)ccc2S(=O)(=O)N([C@@H](C)CO)C[C@@H]1C,-26,x
CO[C@H]1CC[C@H]2CCN(C)C(=O)[C@@H](C)[C@@H](OC)CN(C)C(=O)c3cccc(C#N)c3OC[C@@H]1O2,9,0.4
C[C@@H]1CN([C@H](C)CO)S(=O)(=O)c2ccc(C#CCN(C)C)cc2O[C@H]1CN(C)C,16,2.9
O=S(=O)(Nc1ncccn1)c1ccc(NC(=S)Nc2ccc(F)c(Cl)c2)cc1,0,2.6
COC(=O)C[C@H]1C[C@@H]2c3cc(NC(=O)c4cccnc4)ccc3O[C@@H]2[C@H](CO)O1,-21,-0.2
O=C(Nc1ccc(C(F)(F)F)cc1)N[C@@H]1CC[C@H](CCn2cc(C3(O)CCCC3)nn2)O[C@H]1CO,-2,0.3
O=C(N[C@@H]1CC[C@@H](CCNC(=O)C2CCCC2)O[C@@H]1CO)c1ccncc1,6,0.0
O=C(CCn1cnc2ccccc2c1=O)Nc1ccc(Cl)c(Cl)c1,4,-0.5
CCCC(=O)Nc1ccc2c(c1)C(=O)N(C)C[C@H](OC)[C@H](C)CN(CCC(F)(F)F)[C@@H](C)CO2,-1,-0.3
O=C1c2ccccc2C(=O)N1CC1CCN(Cc2ccc(OCCO)cc2)CC1,6,0.0
C[C@H](CO)N1C[C@H](C)[C@@H](CN(C)S(=O)(=O)c2ccc(F)cc2)Oc2ccc(N(C)C)cc2C1=O,8,0.6
C/C=C/c1cnc2c(c1)C(=O)N([C@@H](C)CO)C[C@@H](C)[C@@H](CN(C)C(=O)c1cccnc1)O2,1,-0.1

# Gathered by group: the entries above with a furan ring, fused or not.
SMILES,EZH2 inh,IDH1 mut inh
COc1cc2c(cc1NC(=O)CCCOc1ccccc1)oc1ccccc12,41,0.8
Cn1c(SCC(=O)Nc2ccccc2C(F)(F)F)nnc1-c1ccco1,-18,0.3
